# S1P4 antag: blocks the human S1P4 receptor | O95977 | S1P4-expressing cells, antagonist mode, reporter read-out | inhibition, % at 4.98 µM | 0.26% of 220,000 active; in the data active = inhibition above about 29%;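 note: 0% = wells stimulated with agonist and 100% = vehicle wells without agonist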
# Target sequence (O95977 whole entry, looked up): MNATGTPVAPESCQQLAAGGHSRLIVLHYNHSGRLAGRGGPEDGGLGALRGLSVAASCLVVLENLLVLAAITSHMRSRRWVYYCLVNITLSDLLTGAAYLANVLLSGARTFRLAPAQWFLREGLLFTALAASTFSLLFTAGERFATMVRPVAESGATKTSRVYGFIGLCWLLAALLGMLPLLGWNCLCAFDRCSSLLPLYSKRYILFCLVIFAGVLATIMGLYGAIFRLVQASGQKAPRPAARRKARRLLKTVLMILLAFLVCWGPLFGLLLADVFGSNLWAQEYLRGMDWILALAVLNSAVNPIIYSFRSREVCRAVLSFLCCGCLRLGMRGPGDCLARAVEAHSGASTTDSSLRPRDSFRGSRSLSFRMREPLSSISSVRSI
# p97 ATPase inh: human p97 ATPase inhibition; recombinant p97 ATPase, Kinase-Glo ATP luminescence, 3 h; inhibition, % at 8 µM; 0.42% of 220,000 active; AID 1481; in the data active = inhibition above about 15%;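 note: 0% = DMSO vehicle and 100% = wells lacking enzyme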
# NPY-Y1 PAM-ag: potentiators or agonists of human neuropeptide Y receptor Y1. AID 1304. 0.37% of 220,000 active. NPY-Y1 expressing cells, potentiator/agonist activation. P25929. activation, % at 3.6 µM; in the data active = activation above about 33%, passing the limit was not always enough;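 note: cells stimulated with NPY at EC10 then isoproterenol at EC100; 0% = low agonist plus stimulus and 100% = saturating agonist plus stimulus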
# S1P4 agonist: human S1P4 receptor agonism | O95977 | S1P4-expressing cell line, agonist reporter assay | activation, % at 4.98 µM | 0.35% of 220,000 active; in the data active = activation above about 11%;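 note: 0% = DMSO vehicle and 100% = reference agonist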
# NPY-Y2 PAM-ag: potentiators or agonists of human neuropeptide Y receptor Y2 | P49146 | cells expressing NPY-Y2, potentiator/agonist read-out | activation, % at 3.6 µM | 0.45% of 220,000 active | AID 1359; in the data active = activation above about 27%;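 note: cells stimulated with NPY near EC25 plus isoproterenol at EC100; 0% = vehicle plus submaximal agonist and 100% = vehicle plus saturating agonist; some results beyond the cut were filed as inactive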
# EP2 mod: modulators of human EP2 prostaglandin E2 receptor | P43116 | EP2-expressing cells, cAMP HTRF FRET, PGE2 co-stimulation | induction, % at 25 µM | 0.83% of 260,000 active;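 active = compounds whose cAMP rise, as percent of the full-agonist control response, exceeds 60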;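 note: rat C6 glioma line stably carrying human EP2 under a CMV promoter; the protocol text gives 20 µM as final concentration; 100% = response of wells given 1 µM PGE2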
# Target sequence (P43116 whole entry, looked up): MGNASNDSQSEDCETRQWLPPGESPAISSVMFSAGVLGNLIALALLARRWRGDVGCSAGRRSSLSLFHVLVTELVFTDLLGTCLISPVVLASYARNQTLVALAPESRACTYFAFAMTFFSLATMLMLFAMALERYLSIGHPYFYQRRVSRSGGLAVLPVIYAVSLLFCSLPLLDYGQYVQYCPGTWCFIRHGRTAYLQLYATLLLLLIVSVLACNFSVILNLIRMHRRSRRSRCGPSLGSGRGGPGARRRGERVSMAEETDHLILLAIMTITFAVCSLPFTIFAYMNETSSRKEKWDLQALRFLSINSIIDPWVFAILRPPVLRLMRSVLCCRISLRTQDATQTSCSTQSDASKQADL
# NPY Y1 blocker: NPY-Y1 (human) receptor antagonism; HEK293-CNG Y1 cells, membrane potential fluorescence; NPY at EC95, then isoproterenol; inhibition, % at 3.6 µM; 1% of 200,000 active; AID 1040;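 active = inhibition above the campaign mean inhibition of all tested compounds plus 3 SD, cut at about 20% in these data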;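 note: 0% = DMSO wells given NPY plus isoproterenol and 100% = isoproterenol alone without NPY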
#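 Benchmarks – high control isoproterenol alone, low control NPY with isoproterenol · Material – HEK293 Y1/CNG channel cell line · Times – dye 3 h, compound 60 min room temperature, stimulation 45 min · Probe or stimulus – NPY (25 nM), isoproterenol (1 µM), Ro 20-1724 (25 µM) · Evaluation – % inhibition of NPY effect · Signal – fluorescence, membrane potential probe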
# eIF4E-4G inh: blocks eIF4E binding to eIF4G; P63073+Q04637; TR-FRET eIF4E-eIF4GI(517-606) binding, 2 h; inhibition, % at 21.7 µM; 0.37% of 220,000 active;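 active = inhibition above about 30%, limit read from the data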;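 note: 0% = full FRET control wells and 100% = background wells lacking eIF4GI fragment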
# PGE2 EP2 inh: EP2 receptor (human) inhibition; P43116; C6 glioma cells expressing human EP2, cAMP TR-FRET; cells stimulated with saturating PGE2; AID 1422; inhibition, % at 25 µM; 0.52% of 260,000 active;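 active = percent inhibition above 40 after rounding to a whole number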;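 note: rat C6 glioma host cells with rolipram phosphodiesterase inhibitor present; the protocol text gives 20 µM as final concentration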
# * hit, by the source's call; . = not tested or not shown; [ ] = dose if it differs, or a comment. An excerpt; the hit share may differ from the screen's.
# Values run as follows: S1P4 antag, p97 ATPase inh, NPY-Y1 PAM-ag, S1P4 agonist, NPY-Y2 PAM-ag, EP2 mod, NPY Y1 blocker, eIF4E-4G inh, PGE2 EP2 inh
CC(=O)Nc1ccc(OCC(=O)NCCc2ccccc2)cc1
→ 2, 3, -9, 0.6, 1, 27, -3, 1, 9
O=C(COC(=O)c1cccs1)Nc1cc(S(=O)(=O)N2CCOCC2)ccc1Cl
→ 4, 1, 13, -1.0, 12, -24, -1, 5, 7
COc1cccc(-c2nc(-c3ccccc3)nc(N3CCN(C)CC3)c2C#N)c1
→ -26, -1, -60, 0.8, -23, 39, 7, -6, 14
COc1ccc(S(=O)(=O)N(C(=O)C(C)C)c2ccc3oc(=O)sc3c2)cc1
→ -7, 0, -8, 2.2, 3, 16, 2, -3, 7
CCn1ccc(C(=O)Nc2ccc(S(=O)(=O)Nc3ccccc3OC)cc2)n1
→ -2, 3, 22, 2.4, 4, -38, -1, -5, 2
CC(C(=O)NCCC1=CCCCC1)N1C(=O)c2ccccc2C1=O (stereo not given)
→ 13, 4, -1, -0.2, 1, -12, 2, 8, 17
CNC(=O)c1ccccc1-c1ccccc1
→ -9, 3, 5, -0.6, 13, 10, 0, -9, 8
N/C(=N\OS(=O)(=O)c1ccc2ccccc2c1)c1ccncc1
→ -1, -3, -5, 1.0, -9, -22, 11, 0, 16
CCN(CC)CCN(C(=O)c1ccc(N2C(=O)CCC2=O)cc1)c1nc2cc3c(cc2s1)OCCO3
→ 1, 2, -4, -0.8, -4, -4, 7, 2, 1
COc1ccccc1CC1(C)NC(=O)N(CC(=O)Nc2cc(C)on2)C1=O (stereo not given)
→ -10, -3, -3, -3.3, -10, 19, 10, 6, 15
O=C1CCCc2oc3c(cc(NS(=O)(=O)c4ccc5c6c(cccc46)C(=O)N5)c4ccccc43)c21
→ -10, 11, -6, 1.1, -69, -8, ., -2, 6
COc1cc(NC(=O)CN2CC(c3ccccc3)CC2=O)cc(OC)c1 (stereo not given)
→ -29, 2, 8, 1.0, 6, 0, 3, 2, 11
Cn1c(=O)oc2cc(S(=O)(=O)NCCN3CCc4ccccc4C3)ccc21
→ 0, 2, -12, 0.8, 11, 7, 7, 0, 5
Cc1ccc2nc(-c3ccncc3)cc(-c3ccccc3)c2c1
→ -13, -3, -35, -2.0, -14, 92*, 4, -10, 2
COc1cccc(C2CC(=O)NC3=C2C(=O)CCC3)c1 (stereo not given)
→ -2, -10, 2, -0.3, 9, 31, -5, 2, 11
COC(=O)[C@H](CCSC)NC(=O)Nc1ccc(OC)c(Cl)c1
→ 19, 3, -18, 1.0, -15, 8, -4, 4, 16
O=C(Nc1nc2ccc(SC(F)F)cc2s1)c1ccc(NS(=O)(=O)c2ccc(F)c(F)c2)cc1
→ -6, 2, 24, -0.1, 16, -48, -12, 10, 12
Cc1ccc2c(c1)-c1nc3ccccc3cc1C2=NC1CCCCC1
→ -10, -7, -4, -0.1, 8, 70*, -1, 3, 4
CC(C)(C)C1CCC(=NNC(=O)CN(c2ccccc2)S(C)(=O)=O)CC1 (stereo not given)
→ -10, 0, 8, 0.6, 4, -24, 10, 9[fluorescence artefact?], 1
CCOCc1nnc(NC(=O)c2c(OC)cccc2OC)s1
→ -8, 3, 10, -1.5, -10, 12, 5, 5, 10
O=C(CNS(=O)(=O)c1ccc2ccccc2c1)OCc1csc(-c2ccccc2)n1
→ -10, -5, -17, 0.2, -5, -69, 10, -3, 20
CCn1c(COc2ccc(Cl)cc2)nnc1SCC(=O)Nc1ccc2c(c1)OCCO2
→ -27, -3, -31, 0.1, 1, -6, 12, 2, 6
Cc1cccc(-n2ccnc2SCC(=O)Nc2nccs2)c1
→ 5, 0, -18, 2.6, -7, -2, 3, -2, 9
CCN(CC)c1ccc(C=N/C(C#N)=C(\N)C#N)cc1
→ -5, 1, 14, 0.8, 5, -29, -4, -1, 11
CCCOc1ccc(N2C(=O)C3C(C(C)C)NC4(C(=O)c5ccccc5C4=O)C3C2=O)cc1 (stereo not given)
→ -6, 3, 3, 1.1, 0, 14, 0, 4, 4
CC1=CCC2C(=O)N(c3ccc(S(N)(=O)=O)cc3)C(=O)C2C1 (stereo not given)
→ -20, 2, 0, 0.2, 3, 13, ., -5, 4
Cc1c(NC(=O)CSc2nc3c(cnn3-c3ccccc3)c(=O)[nH]2)c(=O)n(-c2ccccc2)n1C
→ -14, 3, -1, -0.7, 3, 38, 2, -6[fluorescence artefact?], 6
c1ccc(Cn2ncc3ccccc32)cc1
→ -8, 7, 8, -0.2, -8, 35, 0, -5, 11
CC(O)C(O)C(O)C(O)C1NCCS1 (stereo not given)
→ -3, -2, 17, 1.6, 2, -1, -6, 0, 12
COc1ccc(C)cc1N(CC(=O)Nc1ccc2c(c1)OCCO2)S(C)(=O)=O
→ -9, -1, -3, 1.0, -11, -28, -6, 1, 5

# 2 records picked at random from the list so far, as already listed:
# Values run as follows: S1P4 antag, p97 ATPase inh, NPY-Y1 PAM-ag, S1P4 agonist, NPY-Y2 PAM-ag, EP2 mod, NPY Y1 blocker, eIF4E-4G inh, PGE2 EP2 inh
O=C(CNS(=O)(=O)c1ccc2ccccc2c1)OCc1csc(-c2ccccc2)n1
→ -10, -5, -17, 0.2, -5, -69, 10, -3, 20
CC(O)C(O)C(O)C(O)C1NCCS1 (stereo not given)
→ -3, -2, 17, 1.6, 2, -1, -6, 0, 12

# Next part.
# Values run as follows: S1P4 antag, p97 ATPase inh, NPY-Y1 PAM-ag, S1P4 agonist, NPY-Y2 PAM-ag, EP2 mod, NPY Y1 blocker, eIF4E-4G inh, PGE2 EP2 inh
CN(C)C(=N)c1n[nH]nc1SCc1ccc(Cl)c(Cl)c1
→ 2, 1, -10, 0.9, -1, 32, 3, 2, 7
CCCCn1c(-c2csc(C(C)C)c2)n[nH]c1=S
→ -2, 1, 12, 0.2, 5, 29, 5, 7, 5
Cn1c(=O)[nH]c2ccc([N+](=O)[O-])nc21
→ -7, 3, -25, -1.1, 0, 2, 7, 3[fluorescence artefact?], 6
CSC1=NC(C)(C)C=C(/C=C/c2ccc(Cl)cc2)N1
→ 13, 0, -17, 0.2, -8, -6, 6, -1, 3
COc1ccc(-c2cc3ccccc3oc2=O)cc1NC(=O)c1ccc([N+](=O)[O-])o1
→ 4, -1, -6, -3.1, -18, -26, 3, 13, 11
CCCC(=O)n1nc(-c2cccnc2)nc1NCc1ccc(OC)cc1
→ -2, 8, 10, -0.6, 11, 45, 8, -3, 6
Cc1cc(C)nc(/N=C(\N)Nc2cccc(OCc3ccccc3)c2)n1
→ 15, 2, -12, -0.6, -1, -32, ., 0, 15
Cn1c(SCC(N)=O)nnc1C1CCN(S(=O)(=O)c2ccccc2C(F)(F)F)CC1
→ -16, 7, -10, 2.3, 9, 18, -4, 1, 10
CCOCCCNC(=O)c1ccc2c(=O)n(Cc3ccc(OC)cc3)c(=O)[nH]c2c1
→ 15, -6, -6, -0.7, -3, 11, 3, -3, 3
COc1ccc(N2CC(C(=O)NCCCN3CCOCC3)CC2=O)cc1 (stereo not given)
→ 3, -2, 14, 0.8, -10, 15, 5, -3, 3
O=c1c2c(-c3ccc([N+](=O)[O-])cc3)csc2nc2n1CCCCC2
→ -11, 3, -4, 0.2, 6, 23, -1, 3, 2
O=C(Nc1ccccc1)Nc1ccc2ocnc2c1
→ -9, 3, 20, 1.9, 10, -36, 0, 1, 1
O=C(Nc1ccccc1)Nc1ccc(-n2ccc(C(F)(F)F)n2)cc1
→ 5, 6, 41, 2.3, 10, -26, ., 0, 23
Cc1ccc(NC(=O)COC(=O)CCC(=O)c2ccc(Cl)cc2)cc1S(=O)(=O)N(C)C
→ 2, 4, -14, 0.4, 0, -17, 17, 7, 11
O=[N+]([O-])C(/C=C(\Cl)[N+](=O)[O-])=C(N1CCCCC1)N1CCCCC1
→ 4, 2, 4, 0.9, -1, -33, 3, 0, 2

# A portion from the list above:
# Values run as follows: S1P4 antag, p97 ATPase inh, NPY-Y1 PAM-ag, S1P4 agonist, NPY-Y2 PAM-ag, EP2 mod, NPY Y1 blocker, eIF4E-4G inh, PGE2 EP2 inh
CN(C)C(=N)c1n[nH]nc1SCc1ccc(Cl)c(Cl)c1
→ 2, 1, -10, 0.9, -1, 32, 3, 2, 7
CCCCn1c(-c2csc(C(C)C)c2)n[nH]c1=S
→ -2, 1, 12, 0.2, 5, 29, 5, 7, 5

# Next part.
# Values run as follows: S1P4 antag, p97 ATPase inh, NPY-Y1 PAM-ag, S1P4 agonist, NPY-Y2 PAM-ag, EP2 mod, NPY Y1 blocker, eIF4E-4G inh, PGE2 EP2 inh
Cc1c(C(=O)O)oc2c1C(=O)CC(C)(C)C2
→ -12, 2, -1, 1.6, -14, 12, 5, 1, 8
Cc1ccc2oc(=O)c3cnn(CC(=O)Nc4cc(-c5cccc(F)c5)no4)c3c2c1
→ -3, -2, -17, -0.6, -21, -11, 4, -1, 13
COc1cc(/C=C(/C#N)c2nc3ccccc3[nH]2)ccc1OCc1ccc(C(=O)O)o1
→ -10, 5, -10, 3.2, -10, -14, -2, -6[fluorescence artefact?], 6
COc1ccccc1OCC(=O)Nc1ccc2c(c1)C(=O)N(CC1CCCO1)C2=O (stereo not given)
→ -18, -1, -16, 2.0, -6, -4, 3, 1, 9
Cc1cccc(OCC(=O)Nc2ccc(S(=O)(=O)Nc3cc(C)nc(C)n3)cc2)c1
→ 9, 4, 16, -0.8, -1, -8, -5, 1, 4
CC(=O)Oc1ccc(C(=O)c2ccccc2)c(OC(C)=O)c1
→ -7, 4, -8, 1.0, -8, 24, 7, -2, 5
CC(=O)Nc1ccc(S(=O)(=O)NCCOc2ccc(Cl)cc2C)cc1
→ -5, -1, 3, 0.4, -13, -18, -5, 3, 6
S=C(Nc1ccc2snnc2c1)N1CCN(c2ccccn2)CC1
→ 7, -2, -7, 1.4, -11, -22, 0, 0, .
COc1cccc(OC)c1C1=NC(C)(C)CO1
→ 14, -2, 2, -0.3, -3, -5, ., 1, 10
O=C(CSCc1ccccc1)N1CCc2ccccc21
→ 8, -3, -4, -3.7, 6, 13, -1, 0, 27
CC(C)OC(=O)c1ccc(N)cc1
→ -2, -1, -7, 0.3, 2, -16, 0, 1, 7
CCOC(=O)c1c(NC(C)=O)sc2c1CCC(C=O)=C2Sc1ccccc1
→ 10, 5, 0, -2.0, -3, 43, -2, 13[fluorescence artefact?], 11
O=C(CCn1c(=O)c2sccc2n(CC(=O)OCc2ccccc2)c1=O)NCc1ccccc1
→ -16, 3, -7, 0.8, 2, 3, 11, -14, 15
[O-]/C(=C(\C(=S)Nc1cccc2ccccc12)[n+]1ccccc1)c1ccc(Cl)s1
→ -20, 5, 18, 0.3, 3, 16, -4, 11, 3
O=[N+]([O-])c1cc(CN2CCN(c3ccccc3)CC2)c(O)c2ncccc12
→ -4, 8, 8, 1.2, 1, -55, -4, -5, 9

# Part of the list above in a different format.
mol	S1P4 antag	p97 ATPase inh	NPY-Y1 PAM-ag	S1P4 agonist	NPY-Y2 PAM-ag	EP2 mod	NPY Y1 blocker	eIF4E-4G inh	PGE2 EP2 inh
S=C(Nc1ccc2snnc2c1)N1CCN(c2ccccn2)CC1	7	-2	-7	1.4	-11	-22	0	0	.
COc1cccc(OC)c1C1=NC(C)(C)CO1	14	-2	2	-0.3	-3	-5	.	1	10
O=C(CSCc1ccccc1)N1CCc2ccccc21	8	-3	-4	-3.7	6	13	-1	0	27
CC(C)OC(=O)c1ccc(N)cc1	-2	-1	-7	0.3	2	-16	0	1	7
CCOC(=O)c1c(NC(C)=O)sc2c1CCC(C=O)=C2Sc1ccccc1	10	5	0	-2.0	-3	43	-2	13[fluorescence artefact?]	11
